Screening results deposited in PubChem BioAssay by National Center for Advancing Translational Sciences (NCATS).
PTAP TSG101 blk: blocks PTAP/TSG101 interaction to inhibit HIV-1 budding. Fluorescence polarization, FITC-PTAP peptide / Tsg101 binding. Potency, µM (series often up to 115 µM), inactives show top-dose activity change, negative = inhibition, hits mostly inhibitors. 340,000 tested, under 10 active; active means well fitted inhibition curve with a large enough effect in the main read-out, with a control signal flat, not every such curve was filed as active; inconclusive means small, poorly fitted or top-dose-only effect, or effect the other way, or a change in a side signal; inactive means no such curve, though single readings can be large or run the other way; further: potency means the concentration at half of the fitted maximal effect; % of control where 0% means no effect
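FP read-out: FITC-PTAP peptide, 50 nM final, binding Tsg101 binding domain, 10 uM final; 20 min, r.t.; 10 mM HEPES pH 7.5, 0.15 M NaCl, 0.01% Tween 20, 3 mM EDTA, 0.1 mM TCEP.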
TCR act: activators of T cell receptors. 330,000 tested, under 10 active. Potency, µM (series often up to 9.22 µM), inactives show top-dose activation of IL-2 secretion, usual class: activators. primary human leukocytes, anti-CD3, IL-2 HTRF, 48 h; further: % of control where 0% means no effect
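IL-2 produced over 48 hr by a-CD3 bead-stimulated primary human leukocytes exposed to compounds was detected with a homogeneous time-resolved FRET immunoassay, 665nm acceptor signal after 320nm excitation.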
Mito fusion yeast: mitochondrial division inhibition or fusion activation. S. cerevisiae fusion-defective mutant growth rescue, CellTiterGlo 48 h. Potency, µM (top dose mostly 46.1 µM), for the others: at the highest dose growth rescue (activation), most hits filed as activators. hit rate 0.23% among 320,000. AID 485298;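 further: potency means the concentration at half of the fitted maximal effect; % of control where 0% means no effect; nearly all actives have a fitted effect of over 45% in size; temperature-sensitive fusion mutants such as fzo1-1 at 37 °C on non-fermentable ethanol glycerol medium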
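Yeast fusion mutant, YPEG (non-fermentable carbon), compound, 48 h at 37C non-permissive; CellTiterGlo added, 10 min RT, luminescence read. Rescued growth = division inhibition.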
TSHR antag: antagonists of human thyroid stimulating hormone receptor; P16473; hit rate 0.2% among 330,000; TSHR-expressing cells, TSH-stimulated cAMP HTRF, 2 h; stronger effect = lower value; activity change, negative = inhibition, % at 11.5 µM;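 active means activity change below a set negative limit, meaning inhibition stronger than a set level, cut at about -70% in these data; inconclusive means activity change between two set negative limits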; further: on the % scale 0 is the no-effect control and ±100 the full control effect
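Inhibition of cAMP made by TSHR-expressing cells under TSH stimulation (4nM final, EC80; 2 h, 37 deg C) is quantified with a one-step lysis HTRF kit, anti-cAMP cryptate versus cAMP-d2.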
A-T KAP1 phos: potential ataxia-telangiectasia treatment. AID 485349. Potency, µM (series often up to 57.5 µM), inactives show at the top dose activation, usual class: activators. hit rate 0.19% among 320,000. […] A-T fibroblasts, KAP-1 phosphorylation AlphaLISA; neocarzinostatin DNA damage 30 min before lysis; further: potency means the concentration at half of the fitted maximal effect; % of control where 0% means no effect; nearly all actives have a fitted effect of over 45% in size
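ATM-like activity read as KAP-1 phosphorylation via AlphaLISA donor/acceptor antibody pairs after lysis and 6 hr at 25C. Cells were ATM-null patient fibroblasts ([…], hTERT), dosed 60 min, then exposed to the DSB inducer NCS for 30 min.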
Menin-MLL TR inh: displaces Texas Red mutant MLL peptide from human menin. Menin + Texas Red MLL mutant peptide, fluorescence polarization. Potency, µM (top dose mostly 61.6 µM), for inactives: at the highest dose FP activity change, negative = inhibition, hits mostly inhibitors. hit rate 0.23% among 270,000; active means well fitted inhibition curve with a large enough effect in the polarisation, with a control signal flat, not every such curve was filed as active; inconclusive means small, poorly fitted or top-dose-only effect, or effect the other way, or a change in a side signal; inactive means no such curve, though single readings can be large or run the other way; the % refers to the polarisation; further: potency means the concentration at half of the fitted maximal effect; % of control where 0% means no effect; many of its hits are not listed in these tables
MBNL1-CUG inh: MBNL1-poly(CUG) RNA binding inhibition; Q9NR56; TR-FRET MBNL1-His/biotin-(CUG)12 binding, 665/545 ratio; Potency, µM (series often up to 57.5 µM), inactives show top-dose activity change, negative = inhibition, actives largely listed as inhibitors; hit rate 0.036% among 280,000; AID 2675; active means well fitted inhibition curve with a large enough effect in the signal ratio, with a control signal flat, not every such curve was filed as active; inconclusive means small, poorly fitted or top-dose-only effect, or effect the other way, or a change in a side signal; inactive means no such curve, though single readings can be large or run the other way; the % refers to the signal ratio; further: potency means the concentration at half of the fitted maximal effect; on the % scale 0 is the no-effect control and ±100 the full control effect
Target sequence (Q9NR56 whole entry, looked up): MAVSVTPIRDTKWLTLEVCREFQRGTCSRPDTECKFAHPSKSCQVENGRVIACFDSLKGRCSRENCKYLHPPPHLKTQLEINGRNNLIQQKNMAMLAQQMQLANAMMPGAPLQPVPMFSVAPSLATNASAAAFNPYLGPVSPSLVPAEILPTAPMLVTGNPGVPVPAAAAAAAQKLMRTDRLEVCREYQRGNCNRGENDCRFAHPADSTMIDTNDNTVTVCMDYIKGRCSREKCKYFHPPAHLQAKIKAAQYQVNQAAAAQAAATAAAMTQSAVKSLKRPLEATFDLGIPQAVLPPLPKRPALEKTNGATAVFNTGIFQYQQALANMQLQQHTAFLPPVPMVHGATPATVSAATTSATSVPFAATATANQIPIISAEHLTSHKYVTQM
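TR-FRET between His-tagged MBNL1 and biotin-(CUG)12 RNA, detected with Tb anti-His antibody (0.055 ng/ul) and streptavidin-XL665 (5 nM), 60 min at room temperature. Compounds titrated 92 nM to 58 uM; 665/545 nm ratio normalized to buffer and complex controls.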
MLL CXXC-DNA inh: inhibitors of human MLL CXXC domain-DNA interaction; Potency, µM (series often up to 115 µM), without a hit: at the top dose activity change, negative = inhibition, usual class: inhibitors; hit rate 0.037% among 290,000; MLL-CXXC / FITC-HOXA9 DNA fluorescence polarization; Q03164; active means well fitted inhibition curve with a large enough effect in the polarisation, with a control signal flat, not every such curve was filed as active; inconclusive means small, poorly fitted or top-dose-only effect, or effect the other way, or a change in a side signal; inactive means no such curve, though single readings can be large or run the other way; the % refers to the polarisation; further: potency means the concentration at half of the fitted maximal effect
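Fluorescence polarization: 7 uM MLL-CXXC (stock) preincubated 5 min with compounds, then 50 nM fluorescein-HOX-A9 DNA (stock) added; 30 min ambient. Buffer 50 mM Tris-HCl pH 7.5, 50 mM NaCl, 1 mM DTT, 0.05% BSA.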
S-ASM inh: blocks human secretory acid sphingomyelinase; AID 504937; P17405; hit rate 0.006% among 340,000; Potency, µM (series often up to 57.5 µM), for the others: top-dose activity change, negative = inhibition, usual class: inhibitors; placental ASM, HMU-PC fluorogenic substrate, 60 min; further: potency means the concentration at half of the fitted maximal effect
Target sequence (P17405 47-631 limits assumed): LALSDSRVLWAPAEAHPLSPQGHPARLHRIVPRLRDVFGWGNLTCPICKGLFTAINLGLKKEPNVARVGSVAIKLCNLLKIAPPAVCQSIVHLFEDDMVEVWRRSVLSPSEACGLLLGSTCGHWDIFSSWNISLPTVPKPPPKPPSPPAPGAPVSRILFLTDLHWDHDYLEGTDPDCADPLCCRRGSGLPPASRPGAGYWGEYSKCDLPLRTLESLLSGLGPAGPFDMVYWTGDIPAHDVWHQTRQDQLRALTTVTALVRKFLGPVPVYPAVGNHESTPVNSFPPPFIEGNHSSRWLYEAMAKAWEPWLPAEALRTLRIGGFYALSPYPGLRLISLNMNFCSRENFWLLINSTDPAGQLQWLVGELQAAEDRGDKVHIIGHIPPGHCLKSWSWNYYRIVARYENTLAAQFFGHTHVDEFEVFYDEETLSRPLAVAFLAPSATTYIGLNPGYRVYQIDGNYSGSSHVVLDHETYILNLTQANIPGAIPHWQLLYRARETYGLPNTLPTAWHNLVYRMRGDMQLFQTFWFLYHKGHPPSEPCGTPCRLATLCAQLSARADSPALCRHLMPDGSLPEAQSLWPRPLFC
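Fluorescence read-out (Ex 386 nm, Em 447 nm) after stopping the reaction at pH 10. Enzyme: ASM from human placenta; substrate HMU-PC0, 9 uM final; 60 min, 37 °C. Compound preincubation 10 min, ambient temperature.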
a7 integrin act: integrin-mediated muscular dystrophy alleviation activation; AID 624291; alpha7betagal myoblasts, beta-gal FDG fluorescence, 48 h; Potency, µM (top dose mostly 38.3 µM), for inactives: top-dose activation, hits mostly activators; hit rate 0.064% among 350,000;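 further: potency means the concentration at half of the fitted maximal effect; 100% = response of the positive control SU9516; nearly all actives have a fitted effect of over 60% in size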
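Alpha7betagal+/- myoblasts (passage 13) were plated 16-24 hr, then exposed to compounds (1:260 dilution of DMSO stock) for 48 hours at 37C. After MPER lysis, β-galactosidase reporter activity was read as FDG fluorescence (ex 480/em 540) after 30 minutes.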
The depositor's hits bear a star; u = inconclusive; x = not tested or not shown; & = joins results of further samples; [ ] = another dose, or the depositor's remark. Unless noted, the call rests on the fitted dose curve; in most records, active means well fitted curve in the direction sought with a large enough effect; inconclusive means small, poorly fitted or top-dose-only effect, or another doubt; inactive means no such curve, though single readings can be large; an effect the other way counts as inactive or inconclusive. These rows are one share of the data; the hit share may differ from the screen's.

SMILES	PTAP TSG101 blk	TCR act	Mito fusion yeast	TSHR antag	A-T KAP1 phos	Menin-MLL TR inh	MBNL1-CUG inh	MLL CXXC-DNA inh	S-ASM inh	a7 integrin act
CCOC(=O)c1sc2nccc(OC)c2c1N=CNOC	-3%	-1%	0%	-8	0%	1%	u	4%	151%[activator]	-6%
COc1cccc(C(=O)Nc2c(C(N)=O)oc3ccccc23)c1	-4%	2%	18%	-13	14%	41%[activator]	u	-8%	-5%	-9%
COCCNC(=O)C(c1ccc(F)cc1)N(Cc1ccccc1)C(=O)CCC(=O)Nc1ccccn1 (centres undefined)	1%	-2%	2%	-5	6%	-11%	-1%	-2%	-1%	-6%
CC1CCC2(CC1)NC(=O)N(CC(=O)Nc1ccc(N3CCOCC3)cc1)C2=O (centres undefined)	-2%	-2%[46.1 µM]	1%	-4	-4%	-5%	-1%	2%	0%	-6%
CCC1(c2ccccc2)NC(=O)N(CC(=O)NCc2ccc(C)cc2)C1=O (centres undefined)	0%	3%	19%	27	0%	-18%	-4%	-20%	1%	u
C=CCSc1nc2sc(C)c(C)c2c(=O)n1CC=C	-4%	-5%[46.1 µM]	9%	-6	x	-10%	25%	-10%	-18%	-24%
O=C(c1ccc(-c2cccc(C(F)(F)F)c2)o1)N1CCCC(C(F)(F)F)C1 (centres undefined)	-4%	-5%	5%	-21	30%	x	x	x	-7%	9%
CC(C)COc1ccc(C(=O)NC(Cc2c[nH]c3ccccc23)C(=O)NN)cc1 (centres undefined)	2%	-4%	-2%	-5	-19%	x	13%	1%	-1%	-4%
O=c1c(-c2ccco2)[n+]([O-])c2ccccc2n1OCc1c(F)cccc1F	-2%	-3%	4%	7	-15%	x	u	-14%	23%	12%
O=C(CN1CCN(c2ccccc2O)CC1)NC(=O)NC1CCCC1	-1%	-7%	-5%	16	-5%	-12%	-7%	-8%	2%	-7%
O=C(CC1Sc2ccccc2NC1=O)NNc1cccc(Cl)c1Cl (centres undefined)	-2%	-9%	x	x	x	x	x	x	-3%	4%
O=C(CSc1ccc2nnc(CCNC(=O)c3ccccc3)n2n1)NCc1ccc(F)cc1	-1%	6%	2%	-40	-12%	x	-3%	-9%	-1%	23%
Cc1nnc(SCC(=O)Nc2ccccc2N2CCOCC2)s1	0%	6%[46.1 µM]	2%	13	1%	4%	2%	2%	-2%	23%[7.66 µM]
C[C@H](NC(=O)Cc1cccc2ccccc12)C(=O)NCc1ccccc1	-1%	6%	2%	-3	7%	-5%	0%	1%	-1%	-46%[inhibitor]
O=C1C2CCCN2C(c2ccc(F)cc2)N1c1nccs1 (centres undefined)	0%	0%	2%	4	-8%	6%	6%	10%	7%	-2%
O=C(Nc1ccc(Cl)cc1)C1C2CCCCC21 (centres undefined)	1%	x	-3%	16	-5%	2%	-11%	-1%	0%	28%
COc1ccc(C(C)C)cc1S(=O)(=O)N1CC(C)OC(C)C1 (centres undefined)	-2%	x	-2%	-5	0%	-21%	-21%	-2%	5%	12%
CCC(C)(C(=O)NC1CCCCC1)N(Cc1cccs1)C(=O)CC1NC(=O)NC1=O (centres undefined)	0%	3%[46.1 µM]	-5%	-3	5%	-10%	-9%	4%	-1%	11%
Cn1cc(CNC(=O)c2sc3cccc(Cl)c3c2Cl)cn1	-7%	1%[46.1 µM]	-7%	-20	14%	-3%	u	-2%	-2%	-8%
CCOC(=O)C1/C(=N\O)CC(C)(O)C(C(=O)OCC)C1c1ccc(N(C)C)cc1 (centres undefined)	3%	4%	-3%	-8	-2%	3%	9%	-4%	0%	-21%
Cc1cc(C)c2c(c1)C(=O)/C(=C/c1ccc(C(=O)O)cc1)CC2	-15%	3%	-10%	-7	1%	86%[activator]	-1%	-15%	3%	-15%
Oc1cccc2c(-c3nn[nH]n3)ccnc12	-2%	-7%	1%&5%	-8&-18	-1%&0%	x	x	x	1%	x
Cc1ccccc1[C@@]1(C)ON(c2ccccc2C(F)(F)F)C1=O	-2%	-2%	-38%[inhibitor]	10	13%	x	x	x	-7%	7%
CC(=O)N1CCc2cc(S(=O)(=O)Nc3cccc(C(F)(F)F)c3)ccc21	0%	3%	3%	-25	-5%	14%	-8%	-6%	-5%	-38%
Cc1ccccc1Nc1nc(N)nc(COc2ccc(C#N)cc2)n1	-3%	1%	-2%	4	0%	1%	x	7%	1%	-4%
C=CCn1c(C)cc(C(=O)CSc2nnc(NC(C)C)s2)c1C	-2%	-1%	-15%	3	-4%	-16%	1%	-1%	2%	-11%
COc1ccc(NC(=O)CSc2ccc3nnc(CCNC(=O)c4ccccc4)n3n2)cc1	-2%	-6%	1%	-3	8%	10%	0%	3%	-1%	-11%
COc1ccccc1C(=O)NCC(=O)OC(C)C(=O)N1CCOCC1 (centres undefined)	0%	1%	-2%	10	0%	x	x	x	3%	4%
COc1cccc(C2=NOC(C(=O)NCCN3CCOCC3)C2)c1 (centres undefined)	-4%	-4%	-2%	0	0%	-11%	-4%	4%	4%	-2%
Cc1ccc(S(=O)(=O)N2CCCCC2)cc1NC(=O)Cn1cc(C(F)(F)F)ccc1=O	-1%	9%	-3%	4	15%	x	x	x	1%	-37%
CCOc1ccc(Nc2nc(Cc3nnc(SCC(=O)c4ccc(C)c(C)c4)o3)cs2)cc1	-5%	2%	0%	-26	0%	x	2%	2%	-6%	-29%
CN(C)C(=O)c1ccc(NC(=O)c2cncc(Br)c2)cc1	-9%	-5%[46.1 µM]	-4%	-8	2%	-14%	-5%	0%	1%	13%
Cc1ccn2c(=O)nc(SCC(=O)N3CCCCC3)nc2c1	-5%	2%	0%	17	-7%	x	x	x	x	4%
COc1ccc(C(CNC(=O)c2cccc(S(=O)(=O)Nc3ccccc3OC)c2)N2CCCC2)cc1 (centres undefined)	5%	5%	-10%	-3	7%	x	x	x	x	-30%
COc1ccccc1CNC(=O)C(=O)Nc1nccs1	-3%	-5%	7%	-28	1%	10%	u	8%	7%	8%
COc1ccc(C(=O)NCC(=O)Nc2cccc(S(=O)(=O)N3CCCC3)c2)cc1	1%	-2%	x	-5	15%	x	x	x	-2%	-9%
CC(=O)N/C(=C\c1ccccc1)C(=O)OCC(=O)c1c(N)n(CC(C)C)c(=O)n(C)c1=O	2%	0%	-2%	-8	4%	x	x	x	2%	-24%
OCC1(O)OC[C@@H](O)[C@H]1O (some centres undefined)	-1%	3%	-18%	28	-24%	x	-12%	-14%	-5%	15%
COc1ccc(C(=O)NCCSC2CCCCC2)cc1	-4%	-3%[46.1 µM]	-1%	-8	-2%	1%	3%	11%	4%	10%
COc1cccc(C(O)c2cnc(C(C)C)n2C)c1OC (centres undefined)	-3%	6%	-3%	18	-2%	3%	-13%	22%	0%	-9%
CC1CC(=O)N(C)c2ccc([N+](=O)[O-])cc2N1 (centres undefined)	0%	1%	-3%	9	-4%	-6%	x	7%	-1%	u
Cc1ccc(S(=O)(=O)N2CCN(C(=O)COC(=O)/C=C/c3ccccc3[N+](=O)[O-])CC2)c(C)c1	-6%	-1%	7%	3	3%	x	x	x	-2%	-22%
O=C(NNC(=O)c1ccccc1Cl)c1ccc2c(c1)OCCO2	-2%	3%	x	x	10%	x	x	x	0%	-13%
CC1(C)Cc2c(cnn2-c2cccc(F)c2)C(NC(=O)CCN2CCCC2=O)C1 (centres undefined)	-1%	-58%	0%	-8	3%	6%	10%	0%	4%	u
COC(=O)c1cc2n(n1)CCCNC2=O	-8%	8%	0%	-7	1%	-10%	-4%	7%	-1%	38%
CC(CCN1C(Nc2ccccc2)=NC[C@@H]1C)c1ccccc1 (some centres undefined)	-3%	-11%	-1%	11	-8%	-18%	-5%	11%	2%	-20%
COc1cccc(N(C(=O)Cn2nnc(-c3ccc(Cl)cc3)n2)C(C(=O)NCC2CCCO2)c2ccc(C)cc2)c1 (centres undefined)	-3%	13%	2%	4	-1%	-22%	0%	-3%	-6%	20%
O=C(N/N=C/c1cn(Cc2ccccc2)c2ccccc12)c1ccncc1	-7%	10%	-5%	-13	2%	u	u	12%	-2%	-36%
CSc1sc(C)cc1C1C(C#N)=C(N)N(c2cccnc2)C2=C1C(=O)CCC2 (centres undefined)	-3%	3%	2%	-25	-4%	-1%	1%	-11%	3%	-58%[inhibitor]
